Screens: PubChem, several laboratories
PKA-R1A act: activators of PKA-R1A holoenzyme, primary screen, biochemical, fluorescence polarization, Cy5-IP20, bovine R1A, mouse PKAc | PKA-R1A dissociation; scaled: DMSO 0%, 113 µM cGMP 100% | activation, % at 11.4 µM | actives 0.083% (n = 340,000) | AID 504707, 2011;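 active = percent activation above the mean of all tested compounds plus 3 SD, cut at about 19% in these data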;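 note: higher means more PKAc released from R1A so a rise in polarization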
AddAB inh: growth inhibition of E. coli expressing H. pylori AddAB, primary screen, AddAB inhibitor project, absorbance. actives 0.29% (n = 330,000). AID 435030, 2010. inhibition, % at 11.9 µM; in the data active = inhibition above about 12%;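 note: 0% = vehicle wells of infected cells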
E coli growth: E. coli V3065 growth inhibition, primary screen, counter-screen for AddAB inhibitor project, absorbance, OD600. actives 0.27% (n = 330,000). inhibition, % at 11.9 µM. 18 h;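 active = inhibition above the campaign's mean inhibition across all tested compounds plus 3 SD, cut at about 9.9% in these data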;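 note: uninfected addAB+ strain grown without phage in ampicillin broth; 0% = DMSO wells and 100% = ciprofloxacin 0.95 µg/ml wells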
HTR5A inv ctr: HTR5A inverse agonists in luminescence cell assay, primary screen, counter-screen for OPRM1-OPRD1 heterodimer inverse agonist project, full-deck HTS. actives 0.083% (n = 340,000). 5-hydroxytryptamine receptor 5A (Homo sapiens), P47898. HTR5A cell line, inverse agonism. AID 504634, 2011. inhibition, % at 9.3 µM; in the data active = inhibition mostly above about 23%, no sharp cut-off; inactive = mostly below about 18%;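 note: 0% = cells with DMSO and 100% = no-cell wells with DMSO; some compounds called inactive have numbers as strong as hits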
Target sequence (P47898 whole entry, looked up): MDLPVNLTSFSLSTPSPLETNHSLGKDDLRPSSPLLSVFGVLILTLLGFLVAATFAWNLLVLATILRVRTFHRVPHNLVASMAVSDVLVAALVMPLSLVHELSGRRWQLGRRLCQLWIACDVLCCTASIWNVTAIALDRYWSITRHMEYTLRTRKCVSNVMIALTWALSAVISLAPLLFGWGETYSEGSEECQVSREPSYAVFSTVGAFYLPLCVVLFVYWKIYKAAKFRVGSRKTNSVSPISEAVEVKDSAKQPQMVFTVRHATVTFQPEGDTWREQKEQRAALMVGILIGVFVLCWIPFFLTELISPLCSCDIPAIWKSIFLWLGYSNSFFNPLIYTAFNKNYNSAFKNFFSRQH
PKA-R2B activ: activators of PKA-R2B holoenzyme, primary screen, biochemical, fluorescence polarization, Cy5-IP20, human | cAMP-dependent protein kinase catalytic subunit beta (Homo sapiens) + cAMP-dependent … | PKA-R2B holoenzyme dissociation; R2B truncated from residue 108, S112A mutant; 0% DMSO only, 100% 113 µM cGMP | activation, % at 11.4 µM | actives 0.079% (n = 340,000) | AID 504700, 2011;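 active = activation above a cutoff set at the mean over all compounds plus 3 SD, cut at about 18% in these data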;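 note: higher means more holoenzyme dissociation and a rise in polarization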
Tat transport: E. coli Tat export inhibitors, primary screen, MC4100, TorA-mCherry reporter, fluorescence, single point | actives 0.036% (n = 340,000) | AID 488895, 2010 | inhibition, % at 10 µM;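 active = mean replicate inhibition at least 50% and at least half of replicates individually reaching 50%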;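 note: exported cargo escapes ClpAP degradation while cytoplasmic cargo is degraded and loses fluorescence; 0% = median of neutral control wells and 100% = median of NaSCN control wells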
HTR5A ag ctr: HTR5A agonists in luminescence cell assay, primary screen, counter-screen for OPRM1-OPRD1 heterodimer agonist project, full-deck HTS; cell-based; activation, % at 9.3 µM; 5-hydroxytryptamine receptor 5A (Homo sapiens), P47898; AID 504692, 2011; actives 0.61% (n = 340,000); in the data active = activation mostly above about 9.5%, no sharp cut-off; inactive = mostly below about 7.6%;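 note: 0% = cells with vehicle only and 100% = reference agonist; strong numbers were not always called active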
DAGLB inhibitor: DAGLB lipase inhibitors, primary screen, biochemical, fluorescence, HTS; inhibition, % at 5.17 µM; HEK293T DAGLB membrane lysate, EnzChek fluorogenic substrate; AID 504411, 2011; actives 0.059% (n = 340,000); Diacylglycerol lipase-beta (Homo sapiens), Q8NCG7; in the data active = inhibition above about 34%;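 note: 0% = enzyme with vehicle and 100% = wells lacking enzyme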
Target sequence (Q8NCG7 whole entry, looked up): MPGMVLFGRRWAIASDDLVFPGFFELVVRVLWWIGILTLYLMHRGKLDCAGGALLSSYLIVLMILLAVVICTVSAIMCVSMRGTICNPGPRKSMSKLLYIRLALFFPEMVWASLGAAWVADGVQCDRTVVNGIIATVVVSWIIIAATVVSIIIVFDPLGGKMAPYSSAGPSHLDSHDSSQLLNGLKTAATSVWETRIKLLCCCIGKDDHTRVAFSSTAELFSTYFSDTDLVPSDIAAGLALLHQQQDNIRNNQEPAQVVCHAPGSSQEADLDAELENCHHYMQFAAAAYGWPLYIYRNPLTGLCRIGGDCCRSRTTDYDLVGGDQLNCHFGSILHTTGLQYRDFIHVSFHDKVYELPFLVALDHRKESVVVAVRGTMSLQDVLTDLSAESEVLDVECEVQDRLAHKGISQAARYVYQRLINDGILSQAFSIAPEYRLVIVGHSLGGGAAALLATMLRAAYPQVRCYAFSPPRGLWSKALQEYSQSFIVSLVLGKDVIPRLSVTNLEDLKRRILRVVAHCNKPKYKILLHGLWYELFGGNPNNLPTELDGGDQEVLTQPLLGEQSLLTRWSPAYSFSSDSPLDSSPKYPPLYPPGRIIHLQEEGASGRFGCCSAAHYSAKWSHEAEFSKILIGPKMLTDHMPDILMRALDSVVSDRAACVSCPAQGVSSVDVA
phage Ecoli inh: growth loss of phage-infected E. coli, primary screen, RecBCD inhibitor project, absorbance, with phage, HTS. actives 0.26% (n = 360,000). inhibition, % at 11.9 µM. AID 651602, 2012; in the data active = inhibition above about 11%
Mot1-301 SUMO: yeast Mot1-301 growth rescue at high temperature, primary screen, SUMOylation pathway inhibitor project, S. cerevisiae, ATP luminescence, 38.5C. S. cerevisiae Mot1-301 growth rescue; percent above DMSO median, 100 means doubled. actives 1% (n = 320,000). AID 2716, 2010. growth rescue, % at 18.8 µM;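 active = every valid replicate shows activation above 250% relative to neutral control wells; inactive = the rest, any valid replicate at or below 250%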;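 note: OY570 slx delta 5 strain wells were the positive control but not used for scaling; some compounds called inactive have numbers as strong as hits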
CDK5 inh: inhibitors of human CDK5/p35 kinase, primary screen, biochemical, single concentration; AID 488839, 2010; inhibition, % at 10 µM; Cyclin-dependent kinase 5 (Homo sapiens) + Cyclin-dependent kinase 5 activator 1 (Homo …; actives 0.01% (n = 330,000); Recombinant CDK5/p35, ADP-Glo luminescence, 60 min;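 active = highest replicate inhibition of at least 50% and at least 75% of replicates reaching 50%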;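 note: plate controls were DMSO neutral control for no effect and GW8510 at 10 µM for full effect; many of its hits are not listed in these tables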
Numbers without * were called inactive; nt = not tested or not shown.

Results follow in this order: phage Ecoli inh | CDK5 inh | PKA-R2B activ | HTR5A ag ctr | HTR5A inv ctr | DAGLB inhibitor | AddAB inh | E coli growth | Mot1-301 SUMO | Tat transport | PKA-R1A act
Cc1ccc(N(C(=O)c2ccccc2Cl)C2=NC(C)CS2)c(C)c1 (stereo not drawn)
  4.3 | 0.1 | 0.4 | -3.8 | 9.1 | -10.3 | 0.0 | 3.2 | -33.5 | 4.1 | -8.2
O=c1cc(CNc2cc(Cl)ccc2Cl)nc2sccn12
  3.2 | 0.4 | 9.8 | -1.5 | 3.7 | -0.6 | 0.3 | -1.8 | 3.8 | -13.6 | -0.8
CC(=O)c1cccc(N(CC(=O)N2CCOCC2)S(C)(=O)=O)c1
  1.2 | -0.2 | 0.5 | -0.9 | 4.5 | -1.5 | 1.1 | 0.9 | -0.5 | 5.6 | 4.3
C=CCC(c1ccccc1F)N(CCN1CCOCC1)C(=O)Nc1cccc(Cl)c1 (stereo not drawn)
  -0.9 | -0.5 | -7.9 | -0.4 | 1.1 | -5.0 | 3.4 | -1.7 | 540.5 | 4.2 | 0.4
O=S(=O)(c1cccs1)N1CCN(c2ccc(F)cc2)CC1
  2.6 | 0.4 | 2.4 | -3.8 | 0.2 | -1.4 | 2.5 | -1.1 | -14.9 | -1.4 | -0.1
Cc1cc(NC(=O)CSc2nc(CCC3CCCC3)nc3ccccc23)no1
  2.1 | 0.7 | -5.0 | 3.2 | -9.9 | -7.3 | 2.1 | -1.3 | -2.5 | -7.5 | -4.6
C=CCn1c(SCC(=O)N2CCCCCC2)nc2ccccc2c1=O
  0.7 | -0.3 | 9.5 | -0.8 | 2.0 | -3.4 | 1.7 | 0.4 | 2.8 | -4.1 | 4.8
CSc1nc2ccc(NS(=O)(=O)c3ccc(CNC(C)=O)cc3)cc2s1
  2.9 | -0.4 | 0.6 | -0.5 | 1.3 | -0.7 | -0.6 | -0.7 | 0.5 | -1.7 | -1.6
COc1cccc(N2CCN(C(=O)CN(C)S(=O)(=O)c3ccc4c(c3)CCC(=O)N4)CC2)c1
  2.5 | -1.2 | 2.5 | -2.1 | 5.8 | 3.1 | 2.3 | 1.4 | 8.8 | 0.5 | 0.8
CCOC(=O)c1cc(Br)c(=O)n2ccccc12
  4.1 | 0.6 | -0.2 | -3.3 | 7.2 | -1.7 | 2.7 | 1.6 | -1.1 | -7.9 | -4.5
CCC(=O)N1CCc2cc(S(=O)(=O)NCCC(=O)Nc3ccc(OC)cc3)ccc21
  4.4 | 0.2 | 2.4 | 2.0 | -11.7 | -2.9 | -0.6 | -0.8 | -0.4 | 7.1 | -4.0
Cc1[nH]c2ccccc2c1C(=O)CSc1ccc(Cl)cc1
  4.1 | 1.5 | -0.2 | -0.7 | -2.4 | -4.4 | 3.1 | -1.8 | 30.5 | -3.8 | 1.9
CCOc1cc(S(=O)(=O)N2CCCCC2)ccc1Cl
  -1.3 | -1.4 | -3.1 | -4.5 | -17.0 | -8.0 | 1.2 | 1.3 | 30.1 | -1.0 | -2.4
Fc1ccc(Cn2c(SCc3ccc(F)c(F)c3)nnc2C(F)(F)F)cc1
  1.0 | 0.3 | 1.7 | 3.8 | -17.3 | -9.1 | -3.4 | -2.4 | -11.6 | 8.9 | 7.9
COc1ccc(NC(=S)N(CCCOC(C)C)C2CCN(C(C)=O)CC2)cc1Cl
  0.6 | 1.0 | -14.8 | 2.6 | -9.2 | -8.7 | 2.7 | -0.5 | -15.3 | -1.6 | -5.0
Cc1ccc(S(=O)(=O)C(F)(F)F)cc1NC(=O)c1cccnc1
  2.1 | -1.5 | -6.1 | -4.1 | 10.7 | -3.1 | 5.0 | -0.2 | -2.9 | 0.1 | 4.8
Nc1cc(Cl)ccc1N1CCCC1
  2.3 | 1.0 | -2.5 | 1.2 | 10.9 | 0.8 | -0.5 | 2.6 | nt | -0.8 | -2.6
CN(Cc1cnn(C)c1)C(=O)C1CCC(=O)N(C2CCCCCC2)C1 (stereo not drawn)
  2.0 | 0.0 | -7.2 | 0.7 | -18.5 | 2.2 | 2.3 | 0.5 | 7.0 | 1.3 | -0.6
CN(C(=O)c1ccc(N2CCOCC2)c([N+](=O)[O-])c1)C1CCCCC1
  2.6 | -0.7 | -0.3 | -0.1 | 0.4 | 1.8 | 2.4 | 1.3 | 16.2 | -9.6 | -5.2
CCOC(=O)c1sc(NC(=O)CSCc2c(C)noc2C)nc1C
  1.8 | 0.9 | -2.7 | 2.9 | -7.9 | 0.3 | -0.2 | -2.1 | 0.0 | -8.2 | -4.8
Cc1cccc(CC(=O)Nc2ccc(C(=O)N3CCOCC3)cc2)c1
  1.2 | -1.9 | 12.9 | 2.4 | -8.8 | 2.5 | -1.4 | 0.0 | -13.7 | 0.2 | 9.2
OC(CNC1CCCCC1)COCCOc1ccc(Br)cc1 (stereo not drawn)
  2.0 | 1.0 | -2.6 | -1.2 | 4.0 | 1.5 | 2.7 | 0.5 | 13.9 | -4.6 | 13.4
COc1ccc(C(C)(C)C)cc1S(=O)(=O)N1CCC(C(N)=O)CC1
  1.6 | 0.0 | 4.6 | 2.2 | -31.2 | 2.1 | -0.5 | -0.7 | 2.3 | 12.2 | -5.3
O=C(Cc1cc(=O)[nH]c(=O)[nH]1)N1CCN(C(=O)c2ccco2)CC1
  6.2 | 0.2 | -3.0 | -6.1 | 15.8 | -2.2 | 1.9 | -1.2 | -14.7 | 0.0 | -1.0
CNS(=O)(=O)c1cc(Cl)ccc1Sc1ccccc1C(=O)O
  1.5 | -6.2 | 1.6 | -1.2 | -10.3 | 0.3 | 0.4 | -2.5 | 15.6 | -0.8 | 3.8
CCN1CCN(c2ccc(NC(=O)c3cccc(N4CCCC4=O)c3)cc2)CC1
  0.9 | -1.4 | 3.7 | 4.7 | 2.7 | 0.8 | 1.9 | 0.3 | -2.3 | 2.6 | 3.2
COc1ccc(-c2csc(N3C(=O)CNC3=S)n2)cc1
  -1.4 | -2.6 | 9.8 | 1.4 | -13.1 | 3.5 | 0.6 | -0.3 | -19.1 | -3.2 | 7.9
O=C(NCc1ccccc1)Nc1cc(Cl)ccc1Cl
  -0.5 | 1.0 | -1.2 | -1.5 | 4.4 | -4.2 | -0.2 | -1.8 | 980.0 | 4.1 | 1.6
COc1ccc(Oc2c(C)oc3c(CN(C)C)c(O)ccc3c2=O)cc1
  1.2 | 1.1 | 3.5 | 0.6 | -8.6 | -0.7 | -0.3 | 2.0 | -11.0 | 5.9 | 1.7
CCn1c2ccccc2c2cc(NC(=O)C(=O)N3CCOCC3)ccc21
  6.1 | 1.0 | -16.2 | -3.4 | -3.4 | -1.1 | 4.1 | 1.2 | -2.4 | -2.6 | -8.6
Nc1c(C(=O)CSc2n[nH]c(-c3ccccc3Br)n2)c(=O)[nH]c(=O)n1C1CC1
  1.1 | 0.6 | -3.7 | -1.0 | 2.5 | 2.2 | 1.4 | -0.9 | 5.1 | -4.7 | -6.1
CCc1ccc2c(c1)C(NC(C)=O)C(=O)N2CC (stereo not drawn)
  1.3 | 0.6 | 6.4 | 3.9 | -11.3 | -2.0 | 2.9 | -1.2 | -12.4 | 9.8 | 0.6
CC(Oc1ccc(Cl)cc1)c1ccnn1S(C)(=O)=O (stereo not drawn)
  1.6 | 0.5 | -6.8 | -0.8 | -34.0 | -0.6 | 2.1 | -0.8 | -13.4 | -1.0 | -4.5
CCC(Nc1ccc(OC)cc1)C(=O)N/N=C/c1ccc([N+](=O)[O-])cc1 (stereo not drawn)
  2.6 | -0.2 | -0.3 | 6.7 | 4.6 | 0.4 | -1.3 | -1.5 | -4.9 | 2.2 | 1.8
O=C(N/N=C/c1ccco1)c1cc(-c2ccc(Br)s2)[nH]n1
  2.5 | -0.8 | -3.2 | -0.3 | -20.4 | -2.3 | -3.2 | -2.1 | -9.2 | -6.1 | 2.5
C/C(=N\NC(=O)c1cccc(S(=O)(=O)N2CCOCC2)c1)c1cc2ccccc2o1
  0.5 | 2.2 | 1.6 | 6.2 | -17.9 | 0.7 | 1.1 | 2.5 | 14.2 | 4.4 | 1.0
Cc1[nH]nc(Nc2ccc(Br)cc2)c1[N+](=O)[O-]
  4.1 | 4.1 | -0.7 | -2.1 | 25.0 | -2.6 | 2.3 | 1.9 | 34.8 | -1.4 | 5.2
CCS(=O)(=O)n1nc(-c2ccco2)nc1SC
  1.4 | -0.4 | -5.1 | -4.2 | -9.9 | -2.0 | 1.3 | -1.2 | 13.1 | 4.1 | -7.7
O=C(NCC1CCCO1)C1c2ccccc2C(=O)N1C1CCCCCCC1 (stereo not drawn)
  1.2 | 1.5 | -1.4 | -2.0 | 5.2 | -1.6 | 2.9 | -1.1 | 4.7 | -1.9 | 10.6
COC(=O)C1=C(C)C(c2ccc(OC)cc2)NC(=O)N1 (stereo not drawn)
  3.9 | -0.4 | -0.5 | 2.2 | -6.2 | 0.5 | 1.0 | -1.8 | -6.6 | 2.9 | -4.0
Cc1ccc(-c2csc(NCCn3c(-c4ccncc4)nc4cc(C(F)(F)F)ccc43)n2)cc1
  2.5 | -1.9 | -0.5 | nt | nt | -3.1 | 1.9 | 1.3 | 11.3 | -8.7 | -2.1
O=C(CCS(=O)(=O)c1cccc2nsnc12)N1CCN(c2ccccc2F)CC1
  2.2 | -1.9 | 2.4 | 5.7 | 6.2 | 2.4 | 4.0 | 4.2 | 8.3 | 0.8 | -0.5
COc1ccccc1N1CCN(S(=O)(=O)c2ccc(-c3cnc(C4CC4)o3)cc2)CC1
  2.6 | 0.5 | 0.7 | -6.3 | -19.6 | -0.9 | 2.0 | -0.2 | -9.3 | -4.5 | 5.9
Cc1c(C)c2c(OCC(=O)NCC(C)C)cc3c(c2oc1=O)CCC(C)(C)O3
  1.1 | 0.4 | -11.5 | -0.4 | 1.4 | -1.0 | nt | nt | -19.5 | -0.6 | -0.1
